# Bioassay records from PubChem BioAssay.
# RGS4 inh – RGS4 inhibitors, primary screen, cell-based, HEK293 M3R inducible RGS4, calcium flux; Regulator of G-protein signaling 4 (Homo sapiens), P49798; Fluo-4 calcium flux; hits give high values; triggered by carbachol at its EC20; B-score at 10 µM; hit rate 0.45% among 310,000; AID 463165, 2010;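 active = B-score, a plate-corrected calcium signal, over three deviations above library mean, with baseline fluorescence within five deviations of library mean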;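 also: RGS4 expression induced by doxycycline in cells with stable M3 receptor; B-score is computed from the integrated fluorescence ratio over baseline after carbachol; higher B-score means a larger calcium signal and so more RGS4 inhibition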
# Target sequence (P49798 whole entry, looked up): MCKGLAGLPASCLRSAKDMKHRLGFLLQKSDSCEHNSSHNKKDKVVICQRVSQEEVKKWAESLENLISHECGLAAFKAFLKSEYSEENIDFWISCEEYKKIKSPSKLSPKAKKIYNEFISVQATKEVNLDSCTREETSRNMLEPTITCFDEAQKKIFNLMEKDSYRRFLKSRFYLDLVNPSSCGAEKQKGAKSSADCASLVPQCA
# TRPC6 inhibitor – mouse TRPC6 channel inhibitors, primary screen, cell-based, HEK293, membrane potential dye; Short transient receptor potential channel 6 (Mus musculus), Q61143; B-score at 10 µM; ACh-evoked depolarization; hits give low values; hit rate 1.1% among 310,000;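 active = B-score under library mean minus 3 SD, initial fluorescence not abnormally high, positive integrated signal ratio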;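 also: B-score derived from integrated fluorescence ratio over the kinetic read; more negative B-score means stronger inhibition of depolarization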
# ANO1 activ – TMEM16A chloride channel activators or potentiators, primary screen, cell-based, HTS; AID 623877, 2012; hit rate 0.3% among 340,000; HEK293 TMEM16A/YFP-H148Q/I152L, iodide quench fluorescence; hits give low values; B-score at 10 µM;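 active = fluorescence-ratio B-score plate-corrected deviation score at least 3 library SD below zero, with starting fluorescence score within 5 deviations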;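 also: channel opened by trigger with iodide after compound preincubation; score built on the fluorescence ratio of max minus min over baseline; more negative score means more quench and so TMEM16A activation or potentiation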
# TMEM16A inh – TMEM16A chloride channel inhibitors, primary screen, cell-based, HTS; AID 588511, 2011; Anoctamin-1 (Mus musculus), Q8BHY3; HEK293 TMEM16A/YFP iodide influx fluorescence, ionomycin; hit rate 1.2% among 310,000; normalized B-score (activity score, 25-100; higher = stronger inhibition) at 10 µM;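 active = ratio plate-corrected score three or more library SD toward inhibition, starting fluorescence score within five deviations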;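 also: score derived from kinetic fluorescence span divided by baseline fluorescence per well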
# MrgX1 antag – antagonists of human MrgX1 receptor, primary screen, HEK293 cells, Fluo-4 calcium flux; BAM8-22 antagonism; hits give low values; B-score at 10 µM; hit rate 1.3% among 310,000; AID 588676, 2011;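 active = calcium-response B-score plate-corrected more than 3 library SD below zero, starting fluorescence within 5 deviations, no agonist response on first addition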;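 also: peak minus trough fluorescence over baseline after final BAM8-22 challenge near maximal dose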
# Target sequence (Q96LB2 whole entry, looked up): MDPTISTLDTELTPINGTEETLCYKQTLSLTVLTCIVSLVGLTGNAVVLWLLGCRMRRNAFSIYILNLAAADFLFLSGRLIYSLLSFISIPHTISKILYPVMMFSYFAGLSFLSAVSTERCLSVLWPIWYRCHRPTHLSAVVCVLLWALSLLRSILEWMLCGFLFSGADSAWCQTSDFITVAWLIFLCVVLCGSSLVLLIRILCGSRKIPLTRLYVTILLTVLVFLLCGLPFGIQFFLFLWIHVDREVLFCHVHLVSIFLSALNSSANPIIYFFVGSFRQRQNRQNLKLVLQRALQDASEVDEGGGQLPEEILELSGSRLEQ
# TRPC4 inh – inhibitors of mouse TRPC4 channel, primary screen, Fluo4 calcium, HEK293 TRPC4beta/mu-opioid cells; Short transient receptor potential channel 4 (Mus musculus), Q9QUQ5; DAMGO-evoked Fluo4 calcium flux; hits give low values; B-score at 10 µM; hit rate 0.39% among 300,000; AID 2247, 2010;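 active = B-score over 3 SD under the library average, no early fluorescence shift, positive overall ratio signal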
#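 material = TRPC4beta/mu-opioid receptor HEK293 cell line | probe or stimulus = sequential submaximal and maximal DAMGO stimulation | compound dosing = one concentration per compound | measured by = Fluo4 Ca2+ flux fluorescence | evaluation = integrated fluorescence ratio relative to baseline, converted to per-well B score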
# MrgX1 ag – agonists of human MrgX1 receptor, primary screen, HEK293 cells, Fluo-4 calcium flux; Mas-related G-protein coupled receptor member X1 (Homo sapiens), Q96LB2; Fluo-4 calcium fluorescence, agonist mode; hits give high values; B-score at 10 µM; hit rate 0.44% among 310,000; AID 588627, 2011;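 active = calcium response B-score plate-corrected fluorescence ratio at least 3 library SD, with starting fluorescence B-score inside 5 SD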
#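 Material: MrgX1-expressing HEK293 cells; input: 15,000 cells per well; doses: test compound given as first of three sequential additions; schedule: overnight plating before 1 h dye loading; technique: Fluo-4 NW calcium-flux fluorescence, kinetic read; evaluation: baseline-normalised fluorescence change ratio, B-scored; control set: plate-wise positive and negative controls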
# MrgX1 PAM – positive allosteric modulators of MrgX1, primary screen, HEK293 cells, Fluo-4 calcium flux. FDSS; hits give high values. hit rate 0.63% among 310,000. Mas-related G-protein coupled receptor member X1 (Homo sapiens), Q96LB2. AID 588675, 2011. B-score at 10 µM;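 active = plate-corrected calcium response at least 3 library SD above typical, normal starting fluorescence, not activating the receptor alone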;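 also: compound read alongside a low EC10 to EC30 dose of BAM8-22 agonist; peak minus trough fluorescence over baseline measured at the second addition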
# TRPC4 agonist – activators of mouse TRPC4 channel, primary screen, Fluo4 calcium, HEK293 TRPC4beta/mu-opioid cells; B-score at 10 µM; Fluo4 calcium fluorescence; hits give high values; Short transient receptor potential channel 4 (Mus musculus), Q9QUQ5; hit rate 0.49% among 310,000; AID 2237, 2010;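 active = B-score above 5 SD of library B-scores, and initial fluorescence ratio not above library mean plus 5 SD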;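 also: positive B-score marks a calcium rise read as TRPC4 activation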
#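 Incubation: 45 min room-temperature Fluo4 loading, 110 s read / System: HEK293 cells stably co-expressing mouse TRPC4beta and mu-opioid receptor / Signal: Fluo4 fluorescence, kinetic / Control set: buffer (low) and maximal DAMGO (high) / Measure: integrated baseline-normalised fluorescence ratio, converted to per-well B score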
# TRPC6 activator – mouse TRPC6 channel activators, primary screen, cell-based, HEK293, membrane potential dye. B-score at 10 µM. Short transient receptor potential channel 6 (Mus musculus), Q61143. HEK293-TRPC6 membrane potential dye fluorescence; hits give high values. AID 2550, 2010. hit rate 0.13% among 310,000;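 active = B-score of the integrated fluorescence ratio above library mean plus 3 SD, and starting fluorescence ratio within library mean plus 5 SD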;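 also: higher score means more depolarization so channel activation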
# TRPC4 PAM – positive allosteric modulators of TRPC4, primary screen, cell-based, mouse TRPC4beta, HEK293 mu-opioid, Fluo-4 calcium; hit rate 0.42% among 310,000; Short transient receptor potential channel 4 (Mus musculus), Q9QUQ5; AID 2227, 2009; DAMGO EC20, Fluo-4 Ca2+ flux; hits give high values; B-score at 10 µM;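 active = B-score of calcium response area above 5 SD of library B-scores, with initial fluorescence ratio within 5 SD of library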;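 also: B-score of integrated fluorescence ratio over time as area under calcium response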
# * marks the source's active call; other numbers are inactive results; i = inactive; / = no result given.
SMILES,RGS4 inh,TRPC6 inhibitor,ANO1 activ,TMEM16A inh,MrgX1 antag,TRPC4 inh,MrgX1 ag,MrgX1 PAM,TRPC4 agonist,TRPC6 activator,TRPC4 PAM
CC(C)c1nc2oc3ccccc3c(=O)c2c(=O)n1-c1ccccc1,i,i,i,i,i,i,i,i,i,i,i
CCOc1ccc(S(=O)(=O)Nc2cccc(N(C)S(C)(=O)=O)c2)cc1,i,i,i,i,i,i,i,i,i,i,i
Cc1cc(C)cc(N=c2c([N+](=O)[O-])nn(-c3ccc(Cl)cc3)n2O)c1,i,i,i,i,i,i,i,i,i,i,i
CCOC(=O)N1CCN(C(=O)CSc2nnc(-c3cccc(OC)c3)o2)CC1,i,i,i,i,i,i,i,i,i,i,i
Oc1cc2ccccc2cc1-c1nnc2n1-c1ccccc1SC2,i,i,i,i,i,i,i,i,i,i,i
COc1cccc(C(C(=O)NCc2ccco2)N(C(=O)Cn2nnc3ccccc32)C2CC2)c1OC (stereo not given),i,i,i,i,i,i,i,i,i,i,i
COc1ccccc1N1CCN(S(=O)(=O)c2cccc3nsnc23)CC1,i,i,i,i,i,i,i,i,i,i,i
COc1ccc(CCNC(=O)CSc2nc3ncccc3[nH]2)c(OC)c1,i,i,i,i,i,i,i,i,i,i,i
Cc1cccc(N(Cc2cc3ccc(C)cc3[nH]c2=O)S(=O)(=O)c2ccccc2)c1,i,i,i,i,i,i,i,i,i,i,i
O=C(NCc1ccco1)C12CC3CC(CC(C3)C1)C2,i,i,i,i,i,i,i,i,i,i,i
COc1cc(Nc2ccccc2Cl)c([N+](=O)[O-])nc1[N+](=O)[O-],i,i,i,i,i,i,i,i,i,i,i
COc1ccccc1C1/C(=C(/O)c2ccccc2)C(=O)C(=O)N1CC(C)O (stereo not given),i,i,i,i,i,i,i,i,i,i,i
Cc1nn(Cc2ccccc2)c(C)c1NC(=O)CSc1nc(C2CC2)nc2c1cnn2-c1ccccc1,i,i,i,i,i,i,i,i,i,i,i
Cc1noc(C)c1S(=O)(=O)N1CCCCC1,i,i,i,i,i,i,i,i,i,i,i
Cc1cc(=O)oc(C)c1C(=O)Nc1cccc2nonc12,i,i,i,i,i,i,i,i,i,i,i
COCc1cc(N2CCOCC2)nc(SCc2ccc(Cl)cc2)n1,i,i,i,i,i,i,i,i,i,i,i
Cc1ccc(C(=O)CSc2nnc(-c3ccccc3N)n2C)cc1,i,i,i,i,i,i,i,i,i,i,i
Cc1ccc(-c2ccc(/C=N/NC(=O)Cc3nnc(N)s3)o2)cc1Cl,i,i,i,i,i,i,i,i,i,i,i
CC(C)c1ccc(NC2CCCN(C(=O)c3ccc(Cn4cnnn4)cc3)C2)cc1 (stereo not given),i,i,i,i,i,i,i,i,i,i,i
N#Cc1c2c(c(=S)n(-c3ccccc3)c1N)CCCC2,i,i,i,i,i,i,i,i,i,i,i
CC1CC2=C(C(=O)O1)C(c1ccc(Cl)cc1)Nc1ccccc1N2 (stereo not given),i,i,i,i,i,i,i,i,i,i,i
COc1ccccc1N(CC1CO1)S(=O)(=O)c1ccccc1 (stereo not given),i,i,i,i,i,i,i,i,i,i,i
O=C(Oc1ccccc1)c1ccc(COC(=O)c2cnccn2)cc1,i,i,i,i,i,i,i,i,i,i,i
CC1(c2ccccc2)NC(=O)N(CC(=O)Nc2ccc(S(=O)(=O)Nc3ncccn3)cc2)C1=O (stereo not given),i,i,i,i,i,i,i,i,i,i,i
COC(=O)c1cc(OC)c(OC)cc1NC(=O)c1csc(C)c1,i,i,i,i,i,i,i,i,i,i,i
CC(=O)OCCCN(C)CC/C=C1/c2ccccc2CSc2ccccc21,i,i,i,i,i,i,i,i,i,i,i
CC1CC(=O)N(C)c2cc([N+](=O)[O-])ccc2N1 (stereo not given),i,i,i,i,i,i,i,i,i,i,i
c1ccc(Nc2nc(CSc3ncn[nH]3)cs2)cc1,i,i,i,i,i,i,i,i,i,i,i
COC(=O)c1cc(NC(=O)Cn2c(=O)oc3ccccc32)cc(C(=O)OC)c1,i,i,i,i,i,i,i,i,i,i,i
CCn1c(SCC(=O)Nc2cc(C)on2)nc2c1c(=O)n(C)c(=O)n2C,i,i,i,i,-7*,i,i,i,i,i,i

# The list goes on, starting with the last two of the part before.
SMILES,RGS4 inh,TRPC6 inhibitor,ANO1 activ,TMEM16A inh,MrgX1 antag,TRPC4 inh,MrgX1 ag,MrgX1 PAM,TRPC4 agonist,TRPC6 activator,TRPC4 PAM
COC(=O)c1cc(NC(=O)Cn2c(=O)oc3ccccc32)cc(C(=O)OC)c1,i,i,i,i,i,i,i,i,i,i,i
CCn1c(SCC(=O)Nc2cc(C)on2)nc2c1c(=O)n(C)c(=O)n2C,i,i,i,i,-7*,i,i,i,i,i,i
O=C(COc1ccc(S(=O)(=O)N2CCOCC2)cc1Cl)NCCCn1ccnc1,i,i,i,i,i,i,i,i,i,i,i
Cc1c(C(=O)N2CCN(CCc3ccccn3)CC2)oc2ccc(F)cc12,i,i,i,i,i,i,i,i,i,i,i
CN(CC(=O)NCCc1ccc(S(N)(=O)=O)cc1)S(=O)(=O)c1cccc2nsnc12,i,i,i,i,i,i,i,i,i,i,i
COC(=O)CCCC1=CC2=CC(=O)C(C)(OC(=O)c3cccs3)C(=O)C2=CN1Cc1ccco1 (stereo not given),i,i,i,i,i,i,i,i,i,i,i
CCOc1ccc(N(Cc2ccc(OC)c(OC)c2)C(=O)c2ccco2)cc1,i,i,i,i,i,i,i,i,i,i,i
O=C(CCCOc1ccccc1)NCCc1nc2ccccc2[nH]1,i,i,i,i,i,i,i,i,i,i,i
COc1cccc(NC(=O)Nc2c(C)n(C)n(-c3ccccc3)c2=O)c1,i,i,i,i,i,i,i,i,i,i,i
c1ccc(-c2cc(-c3nnc4sc(-c5ccccn5)nn34)[nH]n2)cc1,i,i,i,i,i,i,i,i,i,i,i
CCOC(=O)c1ccc(NC(=O)CCc2nc(-c3ccccc3)no2)cc1,i,i,i,i,i,i,i,i,i,i,i
CC1=CC(=O)N(c2ccn(C)n2)C1=O,i,i,i,i,i,i,i,i,i,i,i
COC(=O)C(NC(=O)c1ccccc1)=C(C)C,i,i,i,i,i,i,i,i,i,i,i
O=C(O)c1cc(NC(=O)c2ccccc2[N+](=O)[O-])ccc1O,i,i,i,i,i,i,i,i,i,i,i
Nc1ccc(CC2SC(=O)NC2=O)cc1 (stereo not given),i,i,i,i,i,i,i,i,i,i,i
O=C(CCC1CCCN(C(=O)c2ccco2)C1)NCc1ccccc1F (stereo not given),i,i,i,i,i,i,i,i,i,i,i
CC1CC(=O)C2=C(C1)Nc1ccccc1N(C(=O)COc1ccccc1)C2c1ccco1 (stereo not given),i,i,i,i,i,i,i,i,i,i,i
COC(=O)c1ccc(CSc2nc3ccccc3c(=O)n2C)o1,i,i,i,i,i,i,i,i,i,i,i
CC(NC(=O)C(NC(=O)C(Cc1c[nH]c2ccccc12)NC(=O)OC(C)(C)C)C(C)C)C(N)=O (stereo not given),i,i,i,i,i,i,i,i,i,i,i
NC(=O)c1ccccc1NC(=O)CCn1c(=S)oc2ccccc21,i,i,i,i,i,i,i,i,i,i,i
CCc1ccc2nc(N(CCN(C)C)C(=O)/C=C/c3cccs3)sc2c1,i,i,i,i,i,i,i,i,i,i,i
Cc1ccc(/C=C/C(=O)NCc2ccco2)o1,i,i,/,i,i,i,i,i,i,i,i
O=C(CSc1ncnc2scc(-c3ccccc3)c12)Nc1ccc(C(=O)O)cc1,i,i,i,i,i,i,i,i,i,i,i
C[C@H](NC(=O)c1ccco1)C(=O)Nc1ccc2c(c1)OCO2,i,i,i,i,i,i,i,i,i,i,i
Cc1ccc(N(CC(=O)N2CCc3ccccc3C2)S(C)(=O)=O)cc1,i,i,i,i,i,i,i,i,i,i,i
COc1cc(C#N)ccc1OC(=O)Cc1cc(OC)c(OC)c(OC)c1,i,i,i,i,i,i,i,i,i,i,i
COc1ccc2c(c1)/C(=N/OC(=O)c1cccs1)CCC2,i,i,i,i,i,i,i,i,i,i,i
O=C(CN1C(=O)c2ccccc2S1(=O)=O)N1CCN(c2cccc(Cl)c2)CC1,i,i,i,i,i,i,i,i,i,i,i
CCn1ccc(C(=O)Nc2ccc(N(C)C(C)=O)cc2)n1,i,i,i,i,i,i,i,i,i,i,i
COc1ccc(C2NCCc3c2[nH]c2ccccc32)cc1COc1ccc(F)cc1 (stereo not given),i,i,i,i,i,i,i,i,i,i,i
COC(=O)c1sc2ncn(N)c(=O)c2c1C,i,i,/,i,i,i,i,i,i,i,i
CN(C)C(=O)c1c(-c2ccccc2)oc2ccc(O)cc12,i,i,i,i,i,i,i,i,i,i,i
CNC(=O)N1c2ccccc2C=Cc2ccccc21,i,i,i,i,i,i,i,i,i,i,i
O=C(CN(c1ccc2c(c1)OCCO2)S(=O)(=O)c1ccccc1)NCC1CCCO1 (stereo not given),i,i,i,i,i,i,i,i,i,i,i
CCCCCOC(=O)C1=C(C)Nc2ncnn2C1c1cccs1 (stereo not given),i,i,i,i,i,i,i,i,i,i,i
